PP1 inh – blocks human PP1-alpha phosphatase, a PP5 counter-screen | purified PP1alpha, OMFP fluorescence | 320,000 compounds, 0.9% hits | inhibition, % at 6.7 µM | P62136 | AID 2235;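 active means inhibition above the mean inhibition of all tested compounds plus 3 SD, computed separately for each screening campaign, cut at about 15% in these data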
Target sequence (P62136 whole entry, looked up): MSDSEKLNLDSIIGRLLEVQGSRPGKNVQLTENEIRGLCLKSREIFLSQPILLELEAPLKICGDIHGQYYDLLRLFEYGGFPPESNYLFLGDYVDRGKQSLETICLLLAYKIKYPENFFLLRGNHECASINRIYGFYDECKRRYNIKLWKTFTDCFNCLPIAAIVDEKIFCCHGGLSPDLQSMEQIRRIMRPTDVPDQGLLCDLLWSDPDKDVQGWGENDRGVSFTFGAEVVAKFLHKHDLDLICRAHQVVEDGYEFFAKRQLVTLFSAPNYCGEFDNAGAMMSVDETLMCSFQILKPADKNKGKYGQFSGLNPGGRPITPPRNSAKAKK
proCasp3 act – procaspase-3 (human) activation; recombinant procaspase-3 D3A, Ac-DEVD-pNA absorbance 405 nm; activation, % at 8.5 µM; P42574; 330,000 compounds, 0.11% hits;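 active means activation above the mean of all tested compounds plus 3 SD, cut at about 21% in these data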;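 further: 0% = DMSO alone and 100% = DMSO wells spiked with extra 5 µM PC-3 D3A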
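Assay system: Autoprocessing-dead procaspase-3 D3A mutant enzyme; also added: Ac-DEVD-pNA; doses: one concentration, 8.5 µM nominal, 0.8% DMSO; times: 1 h compound preincubation, 2 h substrate hydrolysis at 25 °C; technique: 405 nm absorbance of p-nitroaniline, reads at 0 and 120 min; measure: % activation between DMSO and enzyme-spiked controls; repeats: single replicate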
proCasp7 act – counter-screen for procaspase-3 activators: activators of human procaspase-7 | recombinant procaspase-7, Ac-DEVD-pNA absorbance 405 nm; D23A/D198A/D206A triple mutant, cannot self-cleave; scale: DMSO 0, 5 µM enzyme 100 | 330,000 compounds, 0.093% hits | activation, % at 8.5 µM | P55210;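 active means percent activation above the screen-wide mean plus 3 SD, cut at about 25% in these data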
Target sequence (P55210 whole entry D23A/D198A/D206A): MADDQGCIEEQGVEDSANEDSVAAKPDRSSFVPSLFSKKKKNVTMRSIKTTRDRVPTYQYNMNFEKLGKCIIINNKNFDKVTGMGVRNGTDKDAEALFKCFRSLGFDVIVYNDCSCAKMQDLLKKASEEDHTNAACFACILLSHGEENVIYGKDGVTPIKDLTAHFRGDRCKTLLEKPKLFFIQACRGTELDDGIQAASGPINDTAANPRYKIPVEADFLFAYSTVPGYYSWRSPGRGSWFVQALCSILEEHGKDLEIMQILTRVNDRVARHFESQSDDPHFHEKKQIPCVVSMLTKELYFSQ
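signal = Epi-absorbance of released pNA at 405 nm, two timepoints | assay system = Uncleavable procaspase-7 mutant enzyme | reagent = Ac-DEVD-pNA substrate, 400 µM as added | times = 1 h enzyme–compound preincubation and 2 h substrate reaction, both 25 °C | benchmarks = low DMSO alone, high DMSO plus 5 µM PC-7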
core dimer inh – HCV core protein dimerization inhibition. TR-FRET GST/Flag-core106 dimerization, 1536-well. inhibition, % at 5 µM. 300,000 compounds, 0.33% hits. AID 1899;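 active means inhibition above the mean of all tested compounds plus 3 SD, set per screening campaign, cut at about 45% in these data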
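test system = GST/Flag-tagged HCV core106 proteins | probe or stimulus = Eu donor and XL665 acceptor anti-tag antibodies | times = compound-protein-antibody incubation 4 h at 22.5 °C | signal = TR-FRET, excitation 340 nm, emission 617 and 671 nm | measure = percent inhibition of core106 dimerization signal | controls = wells lacking GST-core106 and wells with excess unlabelled core106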
Fh CTSL1 inh – counter-screen for PFM18AAP inhibitors: inhibitors of F. hepatica cathepsin L1. recombinant F. hepatica cathepsin L1, Z-Leu-Arg-MCA fluorescence. inhibition, % at 5.96 µM. 300,000 compounds, 0.49% hits;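 active means inhibition above the mean of all tested compounds plus 3 SD, set per screening campaign, cut at about 17% in these data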;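 further: 0% = plate median of test compound wells and 100% = 1 µM Z-Phe-Ala-diazomethylketone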
JMJD2C inh – inhibitors of human GASC-1 (JMJD2C) demethylase. Q9H3R0. GST-JMJD2C(1-420) H3K9me3 demethylation, DELFIA europium. inhibition, % at 2.35 µM. 330,000 compounds, 0.069% hits. AID 2099;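 active means more than half of a compound's replicate wells show inhibition beyond 50%, single wells judged on their own value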;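 further: signal counts dimethyl H3K9 product captured on neutravidin plate; 0% = median of DMSO wells and 100% = 0.3 times that DMSO median; strong numbers were not always called active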
Target sequence (Q9H3R0 1-420 limits assumed): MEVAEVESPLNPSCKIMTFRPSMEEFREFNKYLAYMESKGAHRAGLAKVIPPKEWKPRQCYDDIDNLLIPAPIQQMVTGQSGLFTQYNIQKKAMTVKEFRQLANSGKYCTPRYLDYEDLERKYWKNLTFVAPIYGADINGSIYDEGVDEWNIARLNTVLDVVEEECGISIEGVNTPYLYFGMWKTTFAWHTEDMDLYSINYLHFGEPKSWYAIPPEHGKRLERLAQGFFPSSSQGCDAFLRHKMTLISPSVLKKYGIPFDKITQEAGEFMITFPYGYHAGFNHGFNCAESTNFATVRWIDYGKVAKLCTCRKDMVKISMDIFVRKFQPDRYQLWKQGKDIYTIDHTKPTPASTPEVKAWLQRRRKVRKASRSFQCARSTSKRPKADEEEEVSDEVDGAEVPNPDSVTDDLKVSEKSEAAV
VLA-4 inh – inhibition in a human VLA-4 binding assay; P13612; VLA-4 expressing cells, ligand binding flow cytometry; inhibition, % (about 7 µM as worked out from the volumes in the protocol); 330,000 compounds, 0.2% hits; AID 2557; in the data active means inhibition above about 50%
PP5 primary – inhibitors of human protein phosphatase 5 (PP5); AID 1987; P53041; purified PP5c, OMFP substrate fluorescence; inhibition, % at 6.7 µM; 320,000 compounds, 0.18% hits;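 active means inhibition above the campaign's mean inhibition across all tested compounds plus 3 SD, cut at about 9.5% in these data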;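 further: 0% = DMSO only and 100% = 100 µM cantharidin control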
GRK2 aptamer HTS – human GRK2 inhibition via aptamer displacement; AID 488847; inhibition of aptamer binding, % at 10 µM; P25098; bead flow cytometry, FAM-aptamer displacement from GRK2; 330,000 compounds, 0.59% hits;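 active means inhibition of aptamer binding above 40%, roughly 3 SD of noise, on plates passing a quality check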;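 further: median bead fluorescence of bound FAM aptamer so fluorescent compounds give negative values; no value below 0 was filed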
* hit, by the source's call; i = inactive; . = not tested or not shown; & = joins results of further samples.

Every second line gives: PP1 inh	proCasp3 act	proCasp7 act	core dimer inh	Fh CTSL1 inh	JMJD2C inh	VLA-4 inh	PP5 primary	GRK2 aptamer HTS
- N#C/C(=C(/O)COC(=O)CSc1ccc2ccccc2c1)c1nc2ccccc2[nH]1
  5	-5	-6	18	0	-2	-9	0.8	2
- COCCCNC(NC(=O)c1ccc(OC)cc1)C(Cl)(Cl)Cl (centres undefined)
  -4	4	8	-1	-1	-7	-2	0.3	0
- COc1ccc(CN(C)CC(=O)N2CCc3ccccc3C2)cc1
  1	2	-1	-11	-3	-10	3	3.9	1
- CCOC(=O)c1c(C)[nH]c(N=Nc2cccc(OC)c2)c1C
  2	-7	-7	-7	3	-8	-15	4.2	0
- Cc1ccc(NC(=O)C2CC(=O)N(c3ccc4c(c3)OCCO4)C2)cc1S(=O)(=O)N1CCCCCC1 (centres undefined)
  2	0	5	9	-2	-1	-5	1.4	1
- Cc1cccc(O)c1C
  .	0	14	.	.	.	14	.	0
- Cc1ccc(NC(=O)Nc2c(Cl)cccc2Cl)cn1
  7	2	-2	-4	0	4	-4	2.2	6
- CC(C)[C@H](NC(=O)OC(C)(C)C)C(=O)N1CCC(C(=O)N[C@@H](C)C(=O)Nc2ccc(F)cc2)CC1
  -2	-5	2	1	6	6	3	3.9	0
- CS(=O)(=O)n1nc(-c2ccccc2)nc1N
  -2	5	-6	3	-3	2	-7	1.3	0
- CNC(=S)Nc1cc(OC)c(NC(=O)c2ccco2)cc1OC
  -4	1	-1	-2	0	-2	23	-1.4	0
- Cc1cccc(OC(C)C(=O)Nc2nccs2)c1 (centres undefined)
  2	5	5	1	-1	-10	-2	3.9	.
- Cc1cc2ncn(CCOc3ccccc3C#N)c2cc1C
  2	-4	1	0	-3	-10	2	2.6	1
- CC(C)CNC(=O)c1cc([N+](=O)[O-])ccc1N1CCOCC1
  0	-11	2	3	1	8	17	-0.8	2
- CCCCC(CC)Cn1c(O)c(/C=C2\C=NN=C2c2ccccc2)sc1=S (centres undefined)
  2	-5	-7	-9	1	2	5	2.3	0
- Cc1cc(O)c(C(=O)Nc2cccc(Cl)c2)c(=O)n1C
  0	10	0	6	-1	-2	i	-1.1	0
- COc1ccc(-c2csc(NCCc3nc4cc(Cl)c(Cl)cc4n3CCCO)n2)cc1
  2	8	2	0	1	2	33	4.5	6
- O=C(CN1C(=O)CCS(=O)(=O)c2ccccc21)Nc1ccccc1F
  -1	6	2	-3	-2	1	33	2.1	0
- CCOc1ccc(Br)cc1C(=O)N/N=C/c1ccc([N+](=O)[O-])cc1
  2	-7	11	7	0	-9	23	2.6	0
- COc1cccc(C2(C)NC(=O)N(CC(=O)c3cc(C)n(C4CC4)c3C)C2=O)c1 (centres undefined)
  0	-1	4	.	.	8	-4	3.4	0
- CCOC(=O)C(Cc1c(F)cccc1Cl)c1ccnc2nc(N)nn12 (centres undefined)
  6	1	9	-4	-3	5	1	-1.4	0
- COC(=O)COc1cccc2c(=O)n(CC(=O)NCc3ccc(F)cc3)ccc12
  0	-3	-2	0	-1	-10	5	0.3	0
- O=C(O)CSc1c2c(nc3cc(C(=O)Nc4cccc(C(F)(F)F)c4)ccc13)CCCC2
  0	2	-1	17	7	21	7	2.8	4
- CCn1nc(NC(=O)c2ccco2)c2cc3cc(C)ccc3nc21
  -2	-4	-4	-9	5	3	4	0.5	0
- COc1ccc(CCNC(=O)COc2ccc(S(=O)(=O)N3CCOCC3)cc2)cc1OC
  -1	0	3	-1	8	-3&0	-13	2.2	5
- N/C(=N\S(=O)(=O)c1ccc(Cl)cc1)N1CCOCC1
  -2	1	8	-2	-4	-1	0	-2.1	0
- C/C(=N\Nc1cc(-c2ccccc2)nc(-c2ccc(Br)cc2)n1)c1cccc(N)c1
  -1	6	9	1	0	-1	6	2.6	0
- O=C(COc1ccc(Cl)cc1Cl)NC(=O)c1ccccc1
  -2	-1	-1	9	3	-4	12	0.1	0
- Cn1cccc1C1(C(F)(F)F)NCCNC1=O (centres undefined)
  -1	-3	-3	1	2	1	12	2.0	4
- COc1ccccc1N(CC(=O)NCC1CCCO1)C(=O)CNS(=O)(=O)c1ccc(C)cc1 (centres undefined)
  -15	-8	-3	4	7	-4	-13	1.4	0
- Nc1nn(-c2ccccc2)c(N)c1N=Nc1ccccc1F
  -4	-9	-1	-19	-3	-1	-4	5.1	0
- Cc1cc(C(=O)Nc2nc3c(C)cccc3s2)c(C)o1
  -2	1	7	5	4	-1	6	0.9	0
- Cc1ccccc1N(C(=O)c1csnn1)C(C(=O)NC1CCCCC1)c1ccncc1 (centres undefined)
  -2	-2	-3	-2	-1	0	-2	0.5	1
- Cc1cc(NC(=O)CSc2nc(N)c(NC(=O)c3ccccc3)c(=O)[nH]2)no1
  -5	7	-2	1	1	-3	5	-1.2	2
- CCc1ccc(OC(C)C(=O)Nc2ccccc2C(=O)N2CCOCC2)cc1 (centres undefined)
  2	-6	17	-2	1	1	-2	0.2	4
- COC(=O)c1ccc(S(=O)(=O)NCCc2ccccc2OC)n1C
  -2	0	4	-1	5	-2	2	0.0	0
- Cc1noc(C)c1C(=O)OCC(=O)Nc1cccc(S(=O)(=O)N(C)C)c1
  -6	-2	-2	-10	1	15	-4	-5.9	0
- S=C(Nc1ccc(Br)cc1Cl)Nn1cnnc1
  4	-9	-21	3	1	1	-5	-0.1	1
- CCN(C[C@H]1N[C@@](C)(C(=O)OC)[C@H]2C(=O)N(C)C(=O)[C@@H]12)C(C)=O
  .	-2	0	.	.	.	31	.	4
- O=C1c2ccccc2-c2c1cccc2C(=O)N(CCO)CCO
  -3	2	-4	1	3	1	19	-2.7	0
- CC(C)CCNC(=O)CN(Cc1ccco1)C(=O)CCC(=O)Nc1nccs1
  0	7	-3	3	0	-5	-4	-0.5	0
- Cc1ccc(S(=O)(=O)N2[C@@H](c3ccc(Cl)cc3)C(C(=O)O)=CC[C@H]2c2cccc(C)c2)cc1
  1	5	0	12	1	4	17	2.9	1
- CCc1ccc(NC(=O)CSc2ccccn2)cc1
  -1	6	-2	3	-2	-13	3	0.8	0
- Cc1cc([N+](=O)[O-])nn1CC(=O)NNC(=S)Nc1ccc(F)cc1
  -1	0	-25	0	-9	-1	-3	-0.1	7
- O=C(/C=C/c1cccc([N+](=O)[O-])c1)NCCN1CCOCC1
  -2	5	-5	-4	7	-5	-8	0.3	0
- O=S(=O)(Nc1ccc(-c2ccc3nncn3n2)cc1)c1ccccc1F
  -2	1	-2	-2	4	-24	8	1.9	2
- CCOc1ccc(NC(=O)CSc2nc3c(c(=O)n2C)SC(C)C3)cc1 (centres undefined)
  0	0	3	2	2	-1	20	-0.2	0
- C/C(=N/NS(=O)(=O)c1ccc(Cl)cc1)c1ccncc1
  1	-7	-20	-10	5	-18	16	1.7	22
- CCCC[C@@H]1CNCCN1CCc1cccc2ccccc12
  1	5	-3	-31	2	0	-1	-0.1	0
- COC(=O)c1cn(NC(=O)c2cnccn2)c(=O)c2ccccc12
  -2	1	-2	-6	2	6	36	1.4	0
- Cc1nc2cc(NC(=O)N3CCCC3)ccc2n1C
  -2	10	3	2	4	7	5	1.3	1
- CCOC(=O)CC1C(=O)NCCN1C(=O)c1ccc(Cl)cc1Cl (centres undefined)
  0	-1	-9	-5	3	-41	2	0.8	2
- O=C(Cc1ccccc1)Nc1ccc(F)cc1
  -1	2	-5	2	2	-7	3	2.4	3
- N#CC(c1ccc(Cl)cc1)N1CCOCC1 (centres undefined)
  -3	0	2	-4	3	18	-2	3.1	4
- O=C(/C=C/c1ccc([N+](=O)[O-])cc1)Oc1ccc(/C=N/NC(=O)c2ccncc2)cc1
  -1	2	7	7	1	7	1	1.4	0
- C[C@@H]1C(=O)O[C@@H]2[C@H](O)C34[C@H]5C[C@@H](C(C)(C)C)C36[C@H](OC(=O)[C@@H]6O)OC4(C(=O)O5)[C@@]12O (some centres undefined)
  -1	8	-2	6	-6	4	.	2.4	.
- O=S1(=O)N=C(Nc2ccc(N3CCOCC3)c(Cl)c2)c2ccccc21
  -1	-1	2	-3	-2	-1	-2	1.1	0
- COc1ccc2ccc3c(c2c1)N=CC1(O3)N(C)c2ccccc2C1(C)C (centres undefined)
  3	-10	-18	-14	-4	10	-3	1.9	2
- COc1ccc(CNC(=O)CN(C)S(=O)(=O)c2ccc3c(c2)c(=O)n(C)c(=O)n3C)cc1
  -2	6	1	-12	7	-4	-20	-0.6	0
- CN(CC(=O)Nc1cccc(F)c1)C(=O)c1cccnc1Sc1ccccc1Cl
  -5	2	1	0	-1	i	2	0.9	0
- Cc1cccc(C)c1NC(=O)CNc1ncnc2sc(C)c(C)c12
  -3	4	-11	-4	-3	-3	20	2.8	0

3 consecutive entries from above:
Every second line gives: PP1 inh	proCasp3 act	proCasp7 act	core dimer inh	Fh CTSL1 inh	JMJD2C inh	VLA-4 inh	PP5 primary	GRK2 aptamer HTS
- Cc1cc(NC(=O)CSc2nc(N)c(NC(=O)c3ccccc3)c(=O)[nH]2)no1
  -5	7	-2	1	1	-3	5	-1.2	2
- CCc1ccc(OC(C)C(=O)Nc2ccccc2C(=O)N2CCOCC2)cc1 (centres undefined)
  2	-6	17	-2	1	1	-2	0.2	4
- COC(=O)c1ccc(S(=O)(=O)NCCc2ccccc2OC)n1C
  -2	0	4	-1	5	-2	2	0.0	0

Continued.
Every second line gives: PP1 inh	proCasp3 act	proCasp7 act	core dimer inh	Fh CTSL1 inh	JMJD2C inh	VLA-4 inh	PP5 primary	GRK2 aptamer HTS
- COc1ccc(N(C)C(=O)c2cc3c(s2)-c2c(C)cccc2OC3)c(OC)c1
  2	-4	3	1	0	-7	-2	4.4	2
- O=C(NCCC1CCCCN1S(=O)(=O)c1cccs1)C(=O)Nc1ccc(F)cc1 (centres undefined)
  -5	4	5	1	-2	4	5	0.3	1
- c1cncc(CNc2ncn[nH]2)c1
  -4	6	-3	-1	2	0	7	-0.3	0
- COc1cc(CC(NC(C)=O)C(=O)NC2CCN(S(=O)(=O)c3ccc(NC(C)=O)cc3)CC2)cc(OC)c1 (centres undefined)
  -4	-1	-1	-5	2	4	18	0.0	2
- CC(C)(C)c1cc(NC(=O)c2c(F)cccc2Cl)n(-c2ccccc2)n1
  -1	9	8	9	1	-5	-7	1.0	0
- Cc1ccc(OCC(=O)N/N=C\c2cn(C)c3ccccc23)c([N+](=O)[O-])c1
  -2	-1	1	9	0	30	17	6.7	0
- CC1(C)CC(CCNC(=O)c2ccco2)CC(C)(C)N1
  -4	4	8	-7	-5	1	1	1.3	0

Bioassay records as filed in PubChem BioAssay.

This is a random part of the collection; 2.6% or so of the library scored in one or more.
